M1 antag: human M1 muscarinic receptor antagonists, primary screen, CHO-K1 cells, Fluo-8 calcium fluorescence, 1536-well; Muscarinic acetylcholine receptor M1 (Homo sapiens), P11229; CHO-K1 hM1, ACh EC80 antagonist; inhibition, % at 3 µM; 1.3% of 360,000 active;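 active means percent inhibition above its own plate's cutoff, namely the mean of that plate's compound wells plus 3 SD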;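 further: peak over basal fluorescence ratio during 140 s after agonist addition; 0% = ACh EC80 plus DMSO and 100% = DMSO alone without agonist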
Target sequence (P11229 whole entry, looked up): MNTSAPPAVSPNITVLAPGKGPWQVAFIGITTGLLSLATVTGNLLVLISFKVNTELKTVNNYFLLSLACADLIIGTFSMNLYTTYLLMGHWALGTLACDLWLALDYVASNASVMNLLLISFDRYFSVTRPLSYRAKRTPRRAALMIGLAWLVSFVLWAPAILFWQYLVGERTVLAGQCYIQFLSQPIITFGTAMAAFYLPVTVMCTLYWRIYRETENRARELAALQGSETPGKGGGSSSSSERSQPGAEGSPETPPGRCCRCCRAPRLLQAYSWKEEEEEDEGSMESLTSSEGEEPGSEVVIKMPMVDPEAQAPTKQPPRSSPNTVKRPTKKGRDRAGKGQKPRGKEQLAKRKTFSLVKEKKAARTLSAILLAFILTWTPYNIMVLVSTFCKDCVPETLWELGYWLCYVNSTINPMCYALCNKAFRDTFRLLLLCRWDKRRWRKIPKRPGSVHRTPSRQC
CHO-K1 Ca PAM: nonselective calcium activators in parental CHO-K1 cells, primary screen, counter-screen for M1 PAM project, cell-based, Fluo-8 calcium fluorescence, full deck, 1536-well | ATP EC20; 0% at ATP EC20, 100% at ATP max | activation, % at 3 µM | 0.02% of 360,000 active | AID 602247, 2012;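 active means activation above the run cutoff, the mean activation of all test compounds plus 3 SD, cut at about 40% in these data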;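 further: peak over basal fluorescence ratio in a 140 s read after ATP addition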
TAAR1 antagonist: human TAAR1 antagonists, primary screen, Fluo-8 calcium fluorescence, CHO RD-HGA16 cells | antagonist | 1.5% of 360,000 active | Trace amine-associated receptor 1 (Homo sapiens), Q96RJ0 | inhibition, % at 3 µM;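 active means inhibition above a per-plate cutoff, the mean inhibition of test compounds on that plate plus 3 SD, cut at about 49% in these data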;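 further: 0% = DMSO plus EC80 beta-PEA response and 100% = DMSO alone without agonist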
Target sequence (Q96RJ0 whole entry, looked up): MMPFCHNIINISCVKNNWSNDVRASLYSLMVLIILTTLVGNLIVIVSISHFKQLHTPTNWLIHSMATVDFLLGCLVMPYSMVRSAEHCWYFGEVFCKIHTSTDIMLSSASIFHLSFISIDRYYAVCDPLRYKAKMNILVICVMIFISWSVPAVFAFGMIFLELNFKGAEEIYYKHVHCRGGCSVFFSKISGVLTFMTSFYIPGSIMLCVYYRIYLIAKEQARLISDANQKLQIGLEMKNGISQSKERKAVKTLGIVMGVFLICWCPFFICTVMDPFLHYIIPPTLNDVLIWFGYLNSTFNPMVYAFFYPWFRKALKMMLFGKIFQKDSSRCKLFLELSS
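Assay system: RD-HGA16 CHO cells with stable hTAAR1 and Gα16 / Reagent: EC80 β-phenethylamine stimulus / Doses: 3 µM, single point / Timing: dye loading 75 min at 37 °C, then 30 min room temperature / Measured by: Fluo-8 intracellular calcium dye fluorescence, real-time kinetic reads / Controls: vehicle wells and EC80 agonist wells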
CHRM1 agonist: human M1 muscarinic receptor agonists, primary screen, Fluo-8 calcium fluorescence, CHO-K1 cells, HTS | Muscarinic acetylcholine receptor M1 (Homo sapiens), P11229 | CHO-K1 hM1, agonist mode; 0% DMSO, 100% acetylcholine EC100 | activation, % at 3 µM | 0.33% of 360,000 active;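 active means activation above the run's mean compound activation plus 3 SD, cut at about 16% in these data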;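 further: peak over basal fluorescence ratio within a 140 s kinetic read after compound addition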
CHO-K1 Ca antag: nonselective inhibitor or artifact in parental CHO-K1 cells | ATP-induced calcium, Fluo-8 fluorescence | inhibition, % at 3 µM | 0.6% of 360,000 active | AID 602250;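 active means inhibition above a per-plate cutoff, the plate's mean sample inhibition plus 3 SD, cut at about 24% in these data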;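 further: 0% = DMSO plus EC80 ATP and 100% = DMSO alone without ATP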
TAAR1 agonist: human TAAR1 agonists, primary screen, Fluo-8 calcium fluorescence, CHO RD-HGA16 cells; Trace amine-associated receptor 1 (Homo sapiens), Q96RJ0; vehicle wells 0%, saturating PEA agonist 100%; activation, % at 3 µM; 0.99% of 360,000 active; AID 624467, 2012;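 active means activation above the mean activation of all test compounds in the run plus 3 SD, cut at about 38% in these data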
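Benchmarks: low control DMSO, high control PEA (EC100); System: CHO RD-HGA16 cells carrying human TAAR1 plus Gα16; Detection: Fluo-8 fluorescence, 5 s baseline then 140 s kinetic read; Schedule: 17-24 h plating, Fluo-8 75 min 37 °C, 30 min RT; Read-out basis: % activation from peak over basal fluorescence ratio, DMSO-to-PEA scaled.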
CHRM1 PAM: human M1 muscarinic receptor positive allosteric modulators, primary screen, CHO-K1 cells, Fluo-8 calcium fluorescence, 1536-well; CHO-K1 hM1, ACh EC20; 0% = ACh EC20, 100% = maximal ACh; activation, % at 3 µM; AID 588819, 2011; 0.088% of 360,000 active; in the data active means activation above about 19%, passing the limit was not always enough
CHO-K1 Ca ag: counter-screen for M1 agonists: effect in parental CHO-K1 cells; Fluo-8 calcium fluorescence; scaled to maximal ATP response, vehicle zero; activation, % at 3 µM; 0.48% of 360,000 active; AID 602248, 2012; in the data active means activation above about 15%;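 further: untransfected CHO-K1 host cells lacking M1 receptor as counterscreen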
CHO parental Ca: ATP-evoked calcium signal inhibitors, parental CHO, primary screen, counter-screen for OX1R antagonist project, cell-based, fluorescence, Fluo-8 calcium dye; 0.63% of 330,000 active; parental CHO-K1, ATP-induced calcium, Fluo-8 fluorescence; inhibition, % at 5.6 µM; AID 463079, 2010;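 active means inhibition above that plate's mean sample inhibition plus 3 SD, cut at about 26% in these data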;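 further: 0% = ATP-challenged DMSO wells and 100% = DMSO wells without ATP; some compounds past the cut are filed as inactive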
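Measured by: calcium-sensitive Fluo-8 fluorescence / Test system: CHO parental line / Controls: ATP-challenged DMSO wells low, unchallenged DMSO wells high / Measure: % inhibition / Compound: single nominal dose of 5.6 µM per compound / Replicates: single well per compound, no replicates / Reagent: ATP as calcium-mobilizing challenge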
* marks the source's active call; other numbers are inactive results; nt = not tested or not shown. Compounds as they come; about 4.4% have a hit in one of these screens.

item | canonical_smiles | TAAR1 agonist | CHRM1 agonist | CHO-K1 Ca ag | CHO-K1 Ca PAM | CHRM1 PAM | TAAR1 antagonist | M1 antag | CHO parental Ca | CHO-K1 Ca antag
1 | N/C(=N\N=C\c1cccc(O)c1)c1nonc1N | 8 | 1 | 3.0 | 9 | -2 | 5 | -8 | -1 | 2
2 | O=C(CN1C(=O)c2ccccc2S1(=O)=O)NCCc1ccccc1 | 20 | -3 | 0.9 | -20 | 3 | -10 | 1 | -12 | -11
3 | O=C(NCc1ccc(-c2nc3ccccc3s2)cc1)c1ccc(Br)o1 | 3 | -7 | 0.6 | 23 | 7 | -11 | -5 | -7 | -15
4 | CC(C)(C)N(Cc1ccccc1)C(=O)COC(=O)C1=NN(c2ccccc2)C(=O)CC1 | 0 | -4 | 5.3 | 9 | 6 | -12 | -7 | nt | 4
5 | COc1cc(NC(=O)c2ccc(S(=O)(=O)N(C)c3ccccc3)cc2)cc(OC)c1 | 0 | -2 | 3.6 | 3 | -5 | 51* | -1 | 19 | -1
6 | COc1ccccc1CN1C(=O)[C@H]2Cc3c([nH]c4ccccc34)C(C)(C)N2C1=O | 18 | -1 | 4.7 | 18 | 7 | 47 | 0 | -13 | -15
7 | Cc1[nH]c(C)c(S(=O)(=O)N2CCN(c3cccc(Cl)c3)CC2)c1C(=O)N1CCCCC1 | 2 | -3 | 1.9 | 19 | 7 | 5 | -7 | -10 | -8
8 | Cc1nnc(SCc2cc(=O)oc3cc(O)ccc23)n1Cc1ccccc1 | 1 | -7 | 0.5 | 17 | 9 | -42 | 1 | -9 | -1
9 | COCCCn1c(SC(C)C(=O)Nc2c(C)n(C)n(-c3ccccc3)c2=O)n[nH]c1=O (stereo not drawn) | 0 | 1 | 6.1 | -9 | 9 | -19 | -9 | nt | 10
10 | O=C(CN(CC1CCCO1)C(=O)CNS(=O)(=O)c1ccc(Cl)cc1)NCC1CCCO1 (stereo not drawn) | 4 | -2 | -0.3 | 7 | 0 | 1 | 4 | 1 | -14
11 | COc1ccc(C=C2SC(=S)N(CCCN3CCOCC3)C2=O)c(OC)c1 | 2 | -5 | 2.2 | 15 | 7 | 5 | -21 | nt | -11
12 | Cc1ccc(-c2nn(-c3ccccc3)cc2/C=N/NC(=O)c2ccc(Br)o2)cc1 | 10 | -2 | 0.5 | 1 | -9 | 32 | 15 | -2 | -1
13 | CCN(CC)C(=O)CSc1nc2ccccc2c(=O)n1-c1ccccc1OC | 14 | -2 | -0.1 | 0 | 7 | -14 | -9 | -16 | 5
14 | CC(C)(CO)N1CCN(C(=S)Nc2ccccc2)CC1 | 1 | -3 | 1.0 | 11 | 1 | 6 | -2 | -4 | -12
15 | Cc1cc(=O)oc2cc(OCC(=O)NC3CCN(Cc4ccccc4)CC3)c(Cl)cc12 | 0 | -5 | -0.1 | -20 | -8 | -24 | 12 | -20 | 18
16 | CCOC(=O)N1CCN(C(=O)c2ccc(CN(c3ccc(C)c(C)c3)S(C)(=O)=O)cc2)CC1 | 0 | -1 | 0.8 | 4 | 5 | -20 | 1 | -6 | -5
17 | CC(=O)Nc1ccc(S(=O)(=O)NCCC(=O)NC2CCCCCC2)cc1 | 5 | 2 | 0.1 | 1 | 16 | -13 | -5 | nt | 1
18 | O=C1C=C(NCc2ccco2)CCC1 | 1 | -2 | 0.1 | -1 | 1 | -12 | -5 | -7 | -15
19 | Cc1ccc(-c2cc(C(F)(F)F)n3nc(C(=O)Nc4c(C)n(C)n(-c5ccccc5)c4=O)cc3n2)cc1 | 4 | -6 | -0.5 | 12 | 8 | -14 | -8 | 2 | -3
20 | COc1ccc(S(=O)(=O)N2CCCCC2)cc1NC(=O)c1cccc(S(=O)(=O)N2CC(C)OC(C)C2)c1 (stereo not drawn) | 0 | -7 | -0.4 | -18 | 6 | -9 | -8 | nt | -4
21 | CN(C(=O)CCS(=O)(=O)c1ccc2c(c1)oc(=O)n2C)C1CCCCC1 | 2 | -3 | -0.4 | 7 | 8 | -47 | -1 | -8 | -4
22 | Cc1cc(C)c2c(N)c(C(=O)Nc3nccs3)sc2n1 | 9 | -2 | 0.3 | 17 | 9 | 1 | -7 | -16 | -12
23 | COc1ccc(-c2nc3c(s2)CCc2onc(-c4ccc(OC)cc4)c2-3)cc1 | 2 | -2 | 0.3 | 9 | 11 | -3 | -9 | -12 | -13
24 | CC1=C(C(=O)NC(C)c2ccc3c(c2)OCCO3)C2(CCC(C)CC2)OC1=O (stereo not drawn) | -1 | -3 | -0.4 | 7 | -9 | -31 | 0 | -11 | -11
25 | CCCCOc1ccc(-c2ncc(C(=O)OCC)c(N)n2)cc1 | 10 | -4 | 0.8 | -5 | -2 | 2 | 8 | -22 | -21

Looked up above.
compound 3 – CHO-K1 Ca PAM = 23
compound 1 – CHO parental Ca = -1
compound 20 – TAAR1 antagonist = -9
compound 12 – CHRM1 agonist = -2

Full records, looked up by structure. Order of screens: TAAR1 agonist	CHRM1 agonist	CHO-K1 Ca ag	CHO-K1 Ca PAM	CHRM1 PAM	TAAR1 antagonist	M1 antag	CHO parental Ca	CHO-K1 Ca antag
Profile of `COc1cc(NC(=O)c2ccc(S(=O)(=O)N(C)c3ccccc3)cc2)cc(OC)c1` : 0	-2	3.6	3	-5	51*	-1	19	-1
Profile of `CN(C(=O)CCS(=O)(=O)c1ccc2c(c1)oc(=O)n2C)C1CCCCC1` : 2	-3	-0.4	7	8	-47	-1	-8	-4

The results go on.
item | canonical_smiles | TAAR1 agonist | CHRM1 agonist | CHO-K1 Ca ag | CHO-K1 Ca PAM | CHRM1 PAM | TAAR1 antagonist | M1 antag | CHO parental Ca | CHO-K1 Ca antag
26 | CC(C)N(c1ccccc1)c1ccc(NC(=S)NCCN(C)C)cc1 | 7 | -6 | 3.9 | 13 | -4 | 6 | 6 | -6 | -1
27 | Cc1ccc(CNC(=O)C2CCN(S(=O)(=O)c3ccc4c(c3)CC(C)N4C(=O)C3CC3)CC2)cc1 (stereo not drawn) | 2 | -3 | 2.1 | -22 | -5 | 17 | 5 | -23 | -12
28 | CN(C(=O)c1ccccc1OCc1ccc(Cl)cc1)c1ccccc1 | -1 | -6 | -0.1 | 16 | -23 | -25 | 75* | -7 | 1
29 | Cc1cc(=O)c(C(=O)Nc2cccc(C(=O)NC3CC3)c2)nn1-c1ccccc1 | 1 | -5 | 0.5 | 21 | 10 | -7 | -12 | nt | -4
30 | CC(=O)c1ccc([C@@H]2C[C@]34CN(Cc5cccc(C(F)(F)F)c5)S(=O)(=O)[C@H]3C[C@H]2O4)cc1 | 4 | -7 | 0.1 | 14 | 5 | 4 | -10 | -22 | -12
31 | O=C(COc1ccc([N+](=O)[O-])cc1)Nc1cccnc1 | 1 | -4 | 0.8 | -2 | 1 | -11 | -1 | -4 | -14
32 | Cc1cc2ncc(C(=O)Nc3ccccc3)c(C)n2n1 | 2 | -3 | 0.4 | -4 | -5 | -3 | 11 | -15 | -3
33 | O=C(NCc1ccccc1)NC1(C(=O)Nc2ccc3c(c2)OCCO3)CCCCC1 | 6 | -4 | 0.8 | 22 | -2 | -5 | -4 | -12 | -19
34 | CCCCNc1ccc(C(CC(N)=O)NC(=O)c2ccccc2)cc1[N+](=O)[O-] (stereo not drawn) | 0 | -7 | -0.5 | -6 | 0 | 18 | -2 | -11 | -1
35 | Cc1nc(-c2c(C(F)(F)F)noc2-c2ccc(O)cc2O)cs1 | 0 | -3 | 2.8 | 15 | -1 | 3 | -1 | -5 | -5
36 | COc1cccc(N(C(=O)c2ccco2)c2nc(-c3sc(NC(=O)c4ccco4)nc3C)cs2)c1 | 14 | -2 | 1.7 | 3 | -4 | 51* | 10 | -12 | -9
37 | CCOc1cc(/C=N/NC(=O)c2ccc3c(c2)OCCO3)cc(Br)c1O | 19 | -3 | 3.1 | 11 | 2 | -18 | 0 | -8 | -5
38 | COc1ccc(C(=O)NCc2nnc(SCC(=O)N3CCc4ccccc43)n2Cc2ccccc2)cc1 | 0 | -3 | 0.0 | -5 | -2 | -9 | -2 | -5 | 1
39 | CCOC(=O)C1CCN(C(=O)c2ccc3c(c2)OCO3)CC1 | 1 | -4 | 0.0 | 1 | -4 | 6 | 10 | 57* | 4
40 | CCC(C(=O)Nc1cccc(S(=O)(=O)N(C)c2ccccc2)c1)c1ccccc1 (stereo not drawn) | 6 | -3 | 1.4 | -11 | -6 | 15 | 5 | 1 | -3
41 | CCCCCCCCCCn1ccc(=N)cc1 | 18 | -8 | 0.4 | 2 | -25 | -3 | 63* | 34* | 7
42 | CCOc1ccc(C(=O)NCC(=O)OCC(=O)N(C)CC(=O)Nc2ccccc2CC)cc1OCC | 19 | -4 | -0.5 | -4 | 10 | -7 | 6 | nt | 5
43 | CCN(C[C@H]1N[C@@](C)(C(=O)OC)[C@H]2C(=O)N(C)C(=O)[C@@H]12)C(=O)c1ccccc1 | 5 | 1 | 0.7 | 27 | 1 | -31 | -14 | -4 | -21
44 | Cc1cc(C)c2c(n1)nn1c(N3CCN(c4ccccc4)CC3)cc(C)nc21 | 12 | -6 | -0.7 | -10 | -6 | 31 | 19 | -24 | 33*
45 | Cc1c(CC(=O)N[C@@H](C)C(=O)O)c(=O)oc2cc3occ(-c4ccccc4)c3cc12 | 5 | -6 | 4.8 | -7 | -4 | 3 | 9 | 2 | 4

Structures shown so far that have bromine (3):
item | canonical_smiles | TAAR1 agonist | CHRM1 agonist | CHO-K1 Ca ag | CHO-K1 Ca PAM | CHRM1 PAM | TAAR1 antagonist | M1 antag | CHO parental Ca | CHO-K1 Ca antag
3 | O=C(NCc1ccc(-c2nc3ccccc3s2)cc1)c1ccc(Br)o1 | 3 | -7 | 0.6 | 23 | 7 | -11 | -5 | -7 | -15
12 | Cc1ccc(-c2nn(-c3ccccc3)cc2/C=N/NC(=O)c2ccc(Br)o2)cc1 | 10 | -2 | 0.5 | 1 | -9 | 32 | 15 | -2 | -1
37 | CCOc1cc(/C=N/NC(=O)c2ccc3c(c2)OCCO3)cc(Br)c1O | 19 | -3 | 3.1 | 11 | 2 | -18 | 0 | -8 | -5

Screens from PubChem.
